# High-throughput results as filed in PubChem.
# PAFAH1B2 FP inh – PAFAH1B2 (human) inhibition. recombinant PAFAH1B2, FP-rhodamine activity probe, fluorescence polarization. inhibition, % at 3.39 µM. P68402. 340,000 tested, 1.2% active;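 active = inhibition above the mean of all tested compounds plus 3 SD, cut at about 24% in these data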;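 note: 0% = enzyme with DMSO and 100% = wells lacking PAFAH1B2; many of its hits are not listed in these tables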
# Target sequence (P68402 whole entry, looked up): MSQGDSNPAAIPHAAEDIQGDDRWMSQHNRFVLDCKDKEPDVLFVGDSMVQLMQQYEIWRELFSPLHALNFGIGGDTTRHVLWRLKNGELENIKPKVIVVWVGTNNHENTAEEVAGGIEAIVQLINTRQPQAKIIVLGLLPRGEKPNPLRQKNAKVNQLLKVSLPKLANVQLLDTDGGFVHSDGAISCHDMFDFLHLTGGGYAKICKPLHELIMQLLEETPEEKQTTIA
# LYPLA2 counter – blocks human lysophospholipase 2, a PME1 counter-screen; inhibition, % at 5.9 µM; 320,000 tested, 0.38% active; recombinant LYPLA2, FP-Rh probe fluorescence polarization;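 active = inhibition above the screen-wide mean plus 3 SD, limit set per campaign, cut at about 26% in these data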;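 note: 0% = LYPLA2 with DMSO and 100% = wells lacking LYPLA2 enzyme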
# PAFAH1B3 inh – PAFAH1B3 (human) inhibition | Q15102 | recombinant PAFAH1B3, FP-rhodamine probe, fluorescence polarization | inhibition, % at 3.39 µM | 340,000 tested, 0.28% active | AID 492972;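 active = inhibition above the screen-wide average of all tested compounds plus 3 SD, cut at about 25% in these data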;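 note: 0% = enzyme with DMSO only and 100% = wells lacking PAFAH1B3 protein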
# PAFAH2 inh – PAFAH2 (human) inhibition; 340,000 tested, 0.99% active; recombinant PAFAH2, FP-rhodamine activity probe, fluorescence polarization; inhibition, % at 3.39 µM; Q99487; AID 492956;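 active = inhibition above the mean over all tested compounds plus 3 SD, cut at about 30% in these data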;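 note: inhibitors block probe labeling of enzyme so polarization drops; 0% = enzyme with DMSO and 100% = wells lacking PAFAH2 protein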
# PREPL inhibitor – human PREPL enzyme inhibition; inhibition, % at 5.96 µM; 320,000 tested, 0.68% active; recombinant PREPL, fluorescence polarization activity-based probe; Q4J6C6; in the data active = inhibition above about 43%;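 note: 0% = enzyme with DMSO and 100% = wells lacking enzyme; many of its hits are not listed in these tables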
# LYPLA1 inh – counter-screen for PME1 inhibitors: inhibitors of human LYPLA1; recombinant LYPLA1, FP-Rh probe fluorescence polarization; O75608; inhibition, % at 5.9 µM; 320,000 tested, 0.16% active;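 active = inhibition above the mean of all tested compounds plus 3 SD, set per campaign, cut at about 14% in these data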;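 note: inhibitors block serine hydrolase probe labeling of LYPLA1 so polarization falls; 0% = enzyme with DMSO and 100% = wells lacking LYPLA1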
# GSTO1 inh – GSTO1 inhibition, counter-screen for RBBP9 inhibitors; inhibition, % at 5.96 µM; P78417; 300,000 tested, 1.1% active; recombinant GSTO1, activity-based probe fluorescence polarization;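 active = inhibition above the campaign mean inhibition plus 3 SD, cut at about 35% in these data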;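 note: 0% = GSTO1-1 with DMSO and 100% = wells lacking GSTO1-1 enzyme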
# Target sequence (P78417 whole entry, looked up): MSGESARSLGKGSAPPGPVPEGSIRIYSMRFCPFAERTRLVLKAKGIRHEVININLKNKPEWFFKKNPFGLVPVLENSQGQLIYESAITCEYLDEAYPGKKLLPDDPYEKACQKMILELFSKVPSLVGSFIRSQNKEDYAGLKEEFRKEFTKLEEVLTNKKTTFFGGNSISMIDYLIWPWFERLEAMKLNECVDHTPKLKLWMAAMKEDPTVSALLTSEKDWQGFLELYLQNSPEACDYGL
# pPAFAH FP inh – inhibitors of human plasma PAF acetylhydrolase (pPAFAH) | Q13093 | recombinant pPAFAH, FP-rhodamine probe fluorescence polarization | inhibition, % at 3.39 µM | 330,000 tested, 1.5% active | AID 463082;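 active = inhibition above the mean inhibition across the screen plus 3 SD, cut at about 25% in these data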;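 note: inhibitors block binding of the rhodamine activity-based probe so polarization drops; 0% = enzyme with DMSO and 100% = wells lacking pPAFAH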
# Target sequence (Q13093 whole entry, looked up): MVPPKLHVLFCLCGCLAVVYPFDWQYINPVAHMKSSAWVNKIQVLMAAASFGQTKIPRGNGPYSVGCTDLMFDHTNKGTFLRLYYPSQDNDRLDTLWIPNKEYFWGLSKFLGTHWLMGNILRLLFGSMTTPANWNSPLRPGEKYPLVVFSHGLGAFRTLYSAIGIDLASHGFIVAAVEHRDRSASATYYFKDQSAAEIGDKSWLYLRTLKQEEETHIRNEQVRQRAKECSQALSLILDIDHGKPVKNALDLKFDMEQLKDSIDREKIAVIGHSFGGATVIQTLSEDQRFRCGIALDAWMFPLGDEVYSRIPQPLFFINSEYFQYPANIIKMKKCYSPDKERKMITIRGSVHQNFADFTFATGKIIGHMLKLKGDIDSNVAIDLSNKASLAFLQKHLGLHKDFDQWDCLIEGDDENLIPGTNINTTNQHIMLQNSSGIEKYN
# PAD4 inh – inhibitors of human PAD4 | Q9UM07 | recombinant PAD4, RCA probe fluorescence polarization | inhibition, % at 6.36 µM | 330,000 tested, 0.41% active | AID 485272;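 active = percent inhibition above a cutoff equal to the mean of all tested compounds plus 3 SD, cut at about 15% in these data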;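 note: 0% = PAD4 with RCA probe and DMSO and 100% = probe without PAD4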
# * marks the source's active call; other numbers are inactive results; x = not tested or not shown. An excerpt; count on the stated rates, not on these rows.
# Value order: PAFAH2 inh	pPAFAH FP inh	LYPLA1 inh	PREPL inhibitor	PAFAH1B2 FP inh	GSTO1 inh	PAFAH1B3 inh	PAD4 inh	LYPLA2 counter
CCOc1ccc(C(C)=O)cc1CN1C(=O)C(=O)N(CC)C1=O
→ 4.2	1.0	-3.6	-1.8	16.0	-7.3	8.5	-3.2	-0.9
Fc1ccc(C2NC(=S)NC3=C2N2CCC3CC2)cc1 (centres undefined)
→ 9.7	3.2	-1.0	7.4	3.9	3.2	2.3	-2.5	6.1
COc1ccc(NC(=O)CS(=O)(=O)c2cn(CC(=O)N3CCCC3)c3ccccc23)c(OC)c1
→ 2.1	5.0	2.5	13.2	-5.8	-1.3	8.9	-2.6	5.6
CSc1ncccc1C(=O)OCC(=O)c1cccs1
→ -0.7	2.8	-2.1	-1.1	-1.2	2.5	7.2	1.4	16.0
NC(=S)N/N=C/c1ccccc1[N+](=O)[O-]
→ 6.8	3.9	-0.3	-5.1	2.8	6.3	2.6	1.7	-2.1
CC1CCc2onc(C(=O)NCc3ccco3)c2C1 (centres undefined)
→ 4.2	-2.7	1.8	1.5	0.7	8.6	4.0	1.8	-3.3
CCOCCCn1c(SCc2nc3ccccc3s2)nc2ccccc2c1=O
→ 3.3	3.2	-8.3	36.1	2.2	0.8	-12.3	-0.4	-2.8
CN(C)c1ccc(/C=C2\SC(=S)N(Nc3ncc(C(F)(F)F)cc3Cl)C2=O)cc1
→ -21.5	-10.7	-14.8	-21.8	-10.7	-56.3	-15.9	-74.4	-27.4
O=C(CSc1ncn[nH]1)NCCCc1ccccc1
→ -4.0	-2.3	5.3	16.2	10.2	5.6	5.4	-1.5	11.0
CCOP(=O)(OCC)C(Nc1ccccn1)c1ccccc1 (centres undefined)
→ 0.3	3.3	1.0	2.0	5.0	5.2	2.2	5.3	6.9
COc1cc(C(=O)N2CCN(C(=O)COc3ccc4ccccc4c3)CC2)cc(OC)c1OC
→ 1.6	7.1	0.2	27.2	2.3	7.3	9.5	-1.6	3.7
Cc1ccc(C)c(N2CCN(C(=O)C3CCN(S(=O)(=O)c4c(C)noc4C)CC3)CC2)c1
→ -10.2	-1.2	-1.8	7.9	0.2	4.7	-4.5	-7.1	-3.8
CSC(=S)NCc1cccnc1
→ -8.5	1.2	1.1	0.0	4.7	1.6	3.8	-0.6	4.3
Cc1cccc(C(=O)N2CCC(=O)N(C(COCc3ccccc3)Cc3ccccc3)CC2)c1 (centres undefined)
→ 16.2	2.5	-2.8	23.8	-0.8	9.4	5.8	2.7	-6.2
COc1nc(Nc2ccc3c(c2)OCO3)nc(OC)n1
→ 11.4	2.5	1.5	-3.6	-0.8	-1.0	6.3	-7.5	-2.8
CCCc1ccc(OCc2ccc(C(=O)N/N=C/c3cccc([N+](=O)[O-])c3)o2)c(OC)c1
→ -0.3	9.7	1.5	17.8	-3.0	1.2	-3.8	-4.5	5.9
Nc1nnn(CC(=O)N/N=C/C=C/c2ccccc2)n1
→ -3.3	3.0	2.5	3.3	-5.7	-1.9	2.3	3.9	-2.7
CCN(C(=O)CSc1nc(C)nc2sc(C)c(C)c12)C1CCS(=O)(=O)C1 (centres undefined)
→ -3.1	4.1	2.1	25.3	2.4	x	12.5	5.7	1.4
COc1ccc(Cc2c3cc(OC)c(OC)cc3cc[n+]2C)cc1OC
→ -0.7	1.7	0.4	-0.1	3.0	4.1	7.2	-7.7	3.3
COc1ccc(S(=O)(=O)N2CCCCCC2)cc1C(=O)N(C)Cc1cccs1
→ 5.0	-1.9	2.0	1.3	0.9	5.4	2.6	-1.5	-1.1
N#C/C(=C\c1ccc(O)c(O)c1)C(=O)NCCCc1ccccc1
→ 25.1	27.2*	-4.5	18.5	38.3*	17.2	22.5	1.9	11.8
COc1ccc(CCNC(=O)CSc2ccc(-c3cccs3)nn2)cc1
→ -2.7	0.6	1.7	-30.5	1.0	7.9	-1.4	-4.0	6.3
COc1ccc(-c2nc(C#N)c(NCc3ccc(F)cc3)o2)cc1OC
→ -4.0	8.3	4.2	28.8	2.4	-32.8	10.9	-1.9	3.9
CC(C)(C)c1nnc(SCC(=O)c2ccccc2)n(N)c1=O
→ 3.3	-0.1	2.7	-8.0	2.8	0.2	4.8	-4.5	7.1
CC(C)=C(NC(=O)c1ccccc1)C(=O)Nc1cccc(C(=O)O)c1
→ 4.7	0.8	6.5	5.4	-1.5	-8.3	-1.3	-0.4	11.5
Cc1ccc(Sc2cc(Cl)nc(N)n2)cc1
→ -83.7	2.9	-1.6	2.1	-29.7	-3.1	-56.8	-0.4	2.3
O=S(=O)(CCN1CCN(c2ccccn2)CC1)c1ccc(F)cc1
→ 4.8	0.0	4.4	-11.4	2.8	5.7	7.2	1.6	4.8
O=[N+]([O-])c1cc(-c2cnc3ccccc3n2)ccc1Oc1ccc(F)cc1
→ -11.9	11.2	-0.3	-3.9	57.8*	-5.2	6.0	4.8	-2.5
COc1ccc(S(=O)(=O)N2CCCC2C(=O)Nc2ccc(O)cc2)cc1 (centres undefined)
→ 3.5	3.2	2.1	-10.3	0.6	-2.1	11.4	1.3	-3.3
CN1C(=O)NC(c2ccc(O)cc2)C2=C1CN(c1cccc3ccccc13)C2=O (centres undefined)
→ -0.7	7.1	-2.8	4.1	4.5	2.6	7.5	-4.9	-4.8
O=C(CCCN1C(=O)/C(=C/c2cccc(Br)c2)SC1=S)Nc1cccnc1
→ x	1.5	-3.0	3.8	x	2.9	x	-26.9	2.9
Cc1ccc(S(=O)(=O)CCC(=O)OCc2ccc(Cl)cc2)cc1
→ 1.2	3.7	-2.3	-30.1	9.4	22.5	-3.6	-2.0	-10.0
COc1ccc(S(=O)(=O)N/N=c2\oc3c(OC)cccc3cc2S(=O)(=O)c2ccc(C)cc2)cc1OC
→ 10.5	1.3	-1.8	-1.7	-3.0	-5.1	15.1	-0.5	-2.1
Cc1ccccc1N1CCN(C(=O)C2CCC(=O)N(C3CCCC3)C2)CC1 (centres undefined)
→ 6.4	-0.9	1.7	28.0	-0.4	5.0	6.9	-1.2	0.2
COc1ccc(/C=C2/SC(c3ccc(C)cc3)=NC2=O)cc1OC
→ 38.4*	4.0	-3.9	7.0	2.6	-25.9	3.0	1.2	3.6
O=C(Cn1c(=O)n(-c2ccc(F)cc2)c(=O)c2sccc21)c1ccccc1
→ -8.1	-0.3	-0.5	3.7	-2.5	4.4	5.7	5.5	7.5
Cc1cc(C(=O)CN2C(=O)C(=O)N(Cc3ccccc3)C2=O)c(C)n1-c1ccc2c(c1)OCCO2
→ -5.1	1.4	-1.1	2.9	3.2	-0.1	7.8	-4.4	-8.3
CC1(NC(=O)C2CCCCC2)CCS(=O)(=O)C1 (centres undefined)
→ -0.7	5.3	0.4	-0.1	1.9	-1.2	5.4	-2.4	-3.6
C=CCN1C(=O)C(Cc2ccc(OC)cc2)S/C1=N/N=C/c1ccco1 (centres undefined)
→ -4.3	27.6*	-2.5	-0.2	0.5	6.8	0.1	-1.8	-4.9
COc1ccc(NC(=O)CCCC(=O)OCC(F)(F)C(F)F)cc1
→ -0.7	-2.8	-2.0	12.8	2.8	-0.8	4.0	2.8	-6.8
O=C1C=C(c2ccccc2)C[C@@H](c2ccc(Cl)cc2)C1
→ -12.0	-4.5	-0.1	9.8	-3.7	x	16.4	-3.8	4.9
CCCCCC(CC(=O)NO)C(=O)NC(C(=O)N1CCCC1CO)C(C)C (centres undefined)
→ 7.3	-1.8	-2.0	0.8	2.0	5.4	20.2	1.4	1.4
COc1ccc(C2Nc3cc(OC)ccc3-n3cccc32)cc1 (centres undefined)
→ 5.1	5.1	-4.8	5.8	5.3	-14.0	13.8	-4.6	-1.6
O=C(CCC(=O)c1cccs1)Nc1nc2ccccc2s1
→ -2.4	6.5	-0.4	1.6	3.4	-0.6	2.3	-5.5	2.8
COc1ccc(OC)c(S(=O)(=O)Nc2cccc3ccc(O)cc23)c1
→ -1.2	1.1	0.7	12.2	7.1	10.6	7.5	3.3	2.1
CCO[C@H]1OC(C(N)=O)=C[C@@H](c2coc3ccccc3c2=O)[C@@H]1CCCO
→ 1.2	4.6	1.1	-0.5	6.4	-2.7	0.0	-0.8	9.1
O=C(COC(=O)c1ccccc1SCC(=O)N1CCCC1)Nc1ccccc1OC(F)F
→ 49.4*	3.3	0.2	-4.1	5.9	10.5	6.0	-2.3	-2.5
Cn1cnc2nc3n(c2c1=O)CCC3
→ 9.1	1.0	-5.7	10.6	4.7	2.5	-3.7	1.8	-9.4
O=C(CSc1nnc(-c2ccccc2)n1C1CCCCC1)Nc1ccc(S(=O)(=O)Nc2ccccn2)cc1
→ -3.3	0.1	-0.6	-3.7	9.1	10.2	1.6	-3.3	2.0
CS(=O)(=O)N(CC(=O)O)c1ccc(Oc2ccccc2)cc1
→ 1.5	-1.4	-1.0	-1.8	2.8	1.1	7.7	-1.0	4.7

# Other results
# Value order: PAFAH2 inh	pPAFAH FP inh	LYPLA1 inh	PREPL inhibitor	PAFAH1B2 FP inh	GSTO1 inh	PAFAH1B3 inh	PAD4 inh	LYPLA2 counter
N#Cc1c(NC(=O)C(=O)NCCCN2CCOCC2)sc2c1CCCC2
→ -0.1	6.5	0.6	-3.1	4.7	-2.3	5.1	-2.5	-3.3
COc1ccccc1CNC(=O)C1CCN(Cc2nc(-c3cccc(Cl)c3)oc2C)CC1
→ 3.7	2.7	-1.9	6.4	0.9	-10.4	7.9	-0.7	-1.8
COC(=O)C(NC(C)=O)(Nc1nc2ccc(C)cc2s1)C(F)(F)F (centres undefined)
→ 1.6	1.1	-0.8	11.8	2.0	-4.4	7.1	-0.3	3.7
CCN(CC)Cc1c(O)c(Cl)cc2c(C)c(C)c(=O)oc12
→ 1.9	3.8	3.0	11.0	-1.6	6.4	-0.3	4.1	2.6
COc1ccc(/C=C/C(=O)OCC(=O)Nc2cccc(C(C)=O)c2)cc1
→ 90.2*	-1.1	-1.3	4.5	0.1	0.5	0.9	-4.2	2.0
CCCn1c(C)cc(C(=O)COC(=O)c2ccc(Cl)c(S(=O)(=O)N3CCCC3)c2)c1C
→ 11.8	14.8	0.9	-12.5	-0.3	1.4	13.2	-5.5	0.6
CCN1CCN(C(=O)C23CCC(C)(C(=O)C2Br)C3(C)C)CC1 (centres undefined)
→ 5.3	1.7	0.7	3.8	5.1	2.7	4.2	3.6	-0.4
COc1ccc(CC(=O)OCc2cc3ccc(C)cc3[nH]c2=O)cc1
→ 5.7	2.2	-0.9	-14.0	-2.8	-2.2	3.7	3.1	0.4
O=C(NCc1ccc2c(c1)OCO2)C(=O)NCC1OCCCN1S(=O)(=O)c1ccc(F)cc1 (centres undefined)
→ 7.2	1.8	-1.1	11.1	12.9	3.1	10.7	0.2	2.9
O=c1c(Cl)c(N2CCN(c3ccc(F)cc3)CC2)cnn1C12CC3CC(CC(C3)C1)C2
→ -2.7	0.4	3.4	38.6	3.4	5.2	19.7	-1.1	2.0
Cc1cnn(CCC(=O)NNC(=S)Nc2cccc(Cl)c2)c1
→ -12.9	7.4	1.4	17.0	1.6	2.7	1.3	-0.8	4.7
O=C(c1cc2ccccc2o1)N1CCN(S(=O)(=O)c2cccs2)CC1
→ 9.1	3.5	-3.5	-24.5	3.0	2.5	-4.0	1.7	-4.8
O=C(CSc1nnc(NC(=O)c2ccc(F)cc2F)s1)NC1CCCC1
→ -0.3	-2.7	-1.2	1.6	4.6	-8.6	0.7	-1.2	0.2
